# From PubChem BioAssay
# Pf apPOL block = Pf-apPOL DNA polymerase inhibition; hit rate 0.25% among 210,000; Recombinant Pf-apPOL, molecular beacon fluorescence, 1.5 h; inhibition, % at 10 µM
# mHTT CaM bind = mHTT-calmodulin interaction abrogation; P42858; AlphaScreen His-mHTT/GST-CaM binding, luminescence; inhibition, % at 15 µM; hit rate 3.6% among 190,000;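 note: 0% = both proteins with DMSO and 100% = one protein alone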
# * hit, by the source's call; . = no result given; & = joins results of further samples. Cut-off read from the data, not from the text of the source: active = inhibition above about 50%; inactive = the rest. An excerpt. The share of hits here may be higher or lower than overall.
1: CC(C)c1cc(C2CCCN2C(=O)c2cc(C(F)(F)F)n(C)n2)on1 (stereo not given)
2: CCOc1cc(C2C=C(c3ccc(C)cc3)Nc3ncnn32)ccc1OC(F)F (stereo not given)
3: Cc1ccc(CNC(=O)C2CC(=O)N(CCc3ccccc3)C2)o1 (stereo not given)
4: CC(C)N1CCN(C(=O)c2cn3cc(-c4ccccc4Cl)ccc3n2)CC1
5: CN(C)c1ccc(C(=O)N2CCCC(c3nnc(-c4ccccc4)o3)C2)cc1 (stereo not given)
6: Cc1ccc([N+](=O)[O-])c(C2=N/C(=C/c3ccccc3F)C(=O)O2)c1
7: Cc1cc(OCC(=O)NCc2ccccc2)nc(N2CCCC(C)C2)n1 (stereo not given)
8: Cc1ccc(C2=NN(CCC(=O)NCCCN3CCOCC3)C(=O)CC2)cc1

assay / compound	1	2	3	4	5	6	7	8
Pf apPOL block	-3.5	4.6	-4.1	11.1	-4.8	-4.6	10.8	-15.4
mHTT CaM bind	-2.7	0.0	2.7	43.6	5.9	6.0	-1.9	-3.0

# Entries of single compounds, quoted from the list. Order of values: Pf apPOL block	mHTT CaM bind
# CC(C)N1CCN(C(=O)c2cn3cc(-c4ccccc4Cl)ccc3n2)CC1 is listed as 11.1	43.6
# Cc1ccc([N+](=O)[O-])c(C2=N/C(=C/c3ccccc3F)C(=O)O2)c1 is listed as -4.6	6.0
# CN(C)c1ccc(C(=O)N2CCCC(c3nnc(-c4ccccc4)o3)C2)cc1 (stereo not given) is listed as -4.8	5.9
# Cc1cc(OCC(=O)NCc2ccccc2)nc(N2CCCC(C)C2)n1 (stereo not given) is listed as 10.8	-1.9
# CCOc1cc(C2C=C(c3ccc(C)cc3)Nc3ncnn32)ccc1OC(F)F (stereo not given) is listed as 4.6	0.0

# More results follow.
9: COc1cc(OC)cc(-n2nc(C(=O)N3CCCCC3C)c3ccccc3c2=O)c1 (stereo not given)
10: COc1ccc(N=Cc2cc(Cl)cc(Br)c2O)cc1OC
11: CCOc1ccc(S(=O)(=O)Nc2cc([N+](=O)[O-])ccc2OC)c2cccnc12
12: CCCCOc1ccc(C(=O)Nc2c3c(nn2-c2ccc(F)cc2)CS(=O)C3)cc1 (stereo not given)
13: O=c1c2c3c(sc2ncn1CCc1ccccc1)CCCC3
14: CN(C)c1ccc(NC(=O)c2ccccc2)cc1C(=O)N1CCCCC1
15: CC(C)NC(=O)c1cc(=O)[nH]c2c(Cl)cccc12
16: CCOc1cc(C2NC(C(=O)O)CS2)cc([N+](=O)[O-])c1O (stereo not given)

assay / compound	9	10	11	12	13	14	15	16
Pf apPOL block	-7.3	3.4	-1.4	-1.7	-9.0	-12.4	-1.1	-2.3
mHTT CaM bind	9.0	-2.0	21.0	23.0	-17.4	-3.8	-2.0	12.0

17: Nc1ccccc1C(=O)NN=Cc1ccccc1O
18: Cc1csc2nc(CSc3nc4ccccc4s3)c(Cl)n12
19: COc1cc(OC)cc(C(=O)N2CC(C)C(c3nc(-c4ccccc4)no3)C2)c1 (stereo not given)
20: CCN(CC)CC(=O)Nc1ccccc1-c1nc2ccccc2[nH]c1=O
21: Cc1ccc(-c2nc(-c3ccncc3)no2)cc1C
22: COc1ccc(OC)c(NC(=O)c2nc(-c3ccc(C)cc3)n3c2CCCCC3)c1
23: CCOc1ccc(NC(=O)CC2CCCCC2)cc1
24: CCCOc1ccc(C2C(=O)N(C3CCCCC3)CC(=O)N2C2CCCCC2)cc1OC (stereo not given)

assay / compound	17	18	19	20	21	22	23	24
Pf apPOL block	-9.1&-13.9	0.4	-3.5	2.3	1.3	4.6	-5.9	-2.6
mHTT CaM bind	.	-2.0	7.3	-3.6	-7.4	13.0	-4.8	35.0

25: O=C(c1cc(-c2ccncc2)nc2ccccc12)N1CCN(c2ccccn2)CC1
26: CSc1nnc(-c2nn(C)c3c2CN(C(=O)c2ccccc2C)CC3)n1C
27: COc1ccc(-c2nnc(NC(=O)c3ccc(S(=O)(=O)N4CCOCC4)cc3)o2)cc1
28: Cc1ccc(NC(=O)N2CCC3(CC2)Nc2cc(F)ccc2-n2cccc23)cc1C
29: O=C(Nc1ccc(O)c(-c2nc3ccccc3o2)c1)c1ccc(F)cc1
30: CCN1c2cc(C(=O)NC3CCN(Cc4ccccc4)CC3)ccc2C(=O)N2CCCCC21 (stereo not given)
31: CCC(=O)NCc1nc2c(n1C)CN(S(=O)(=O)c1ccc(OC)c(Cl)c1)CC2
32: Cc1nnc(N2C(=O)C(O)=C(C(=O)c3ccco3)C2c2ccc(Br)cc2)s1 (stereo not given)

assay / compound	25	26	27	28	29	30	31	32
Pf apPOL block	-4.3	-3.6	-5.5	31.5	0.1	3.4	-3.3	-7.2
mHTT CaM bind	0.0	6.6	6.0	54.3*	13.1	12.1	10.4	21.7

33: Cc1cc2c(o1)-c1c(oc3ccccc13)CCC2(C)c1ccccc1 (stereo not given)
34: CN(C)c1cc(N2CCCC(NC(=O)C3CCC3)C2)ncn1 (stereo not given)
35: COc1ccc2c(-c3cc4ccccc4oc3=O)cc(=O)oc2c1
36: CCOc1ccccc1N1C(=O)CC(Sc2n[nH]c(-c3ccccc3)n2)C1=O (stereo not given)
37: O=C(O)C1CN(C(=O)c2c[nH]c3ccccc23)C1
38: CSc1cccc(NC(=O)COC(=O)c2cc(C(C)=O)n3ccccc23)c1
39: CCOc1ccc(C(=O)Nc2cccc(C(F)(F)F)c2)cc1Br
40: COc1cc(/C=C2/C(=O)N(c3ccc(C(=O)O)cc3)N=C2C)cc(Cl)c1O

assay / compound	33	34	35	36	37	38	39	40
Pf apPOL block	0.9	-5.4	-1.8	0.7	-0.6	-1.2	0.5	2.7
mHTT CaM bind	7.2	0.1	1.9	10.7	-18.9	6.7	-68.0	19.0

41: O=C(c1ccc(C(F)(F)F)cc1)N1CC2CN(S(=O)(=O)c3ccccc3)CC(C1)O2
42: Cc1ccc(NC(=O)C2CC(=O)N(c3cccc(F)c3)C2)cc1 (stereo not given)
43: Cc1cc(C)c2c(c1)[nH]c1nnc(SCC(=O)NCc3ccccc3)nc12
44: c1cncc(CNc2c3c(nc4ccccc24)CCC3)c1
45: Cc1c(C)n(C(=O)CSc2ncccn2)c2ccccc12
46: CCC(=O)Nc1c(-c2cccc(F)c2)n[nH]c1C1CC1
47: CN(CC(=O)N1N=C(c2cccs2)CC1c1ccccc1)C(=O)C1CCC1 (stereo not given)
48: COc1ccc(/C=C2\C=C(c3ccccc3)N(c3ccc(Cl)c(C(=O)O)c3)C2=O)cc1

assay / compound	41	42	43	44	45	46	47	48
Pf apPOL block	-4.1	-2.8	-4.2	4.6	2.5	-4.4	-1.8	-5.4
mHTT CaM bind	-1.7	-2.3	8.0	4.0	-6.0	-0.7	5.9	32.0

49: CC(=O)N(CN1C(=O)CCC1=O)CN1C(=O)CCC1=O
50: Cc1c(N=Cc2c(F)cccc2Cl)c(=O)n(-c2ccccc2)n1C
51: COc1cccc(N2CCN3c4ccccc4CC(C(=O)NC4CC4)C3C2)c1 (stereo not given)
52: O=C(CSc1cc(N2CCN(c3ccccc3F)CC2)ncn1)c1ccccc1
53: N#Cc1ccc(C(=O)N2CCc3nc[nH]c3C2)cc1
54: COc1cccc(CN2C(=O)CCC2(C)C(=O)NCCC(C)C)c1 (stereo not given)
55: CCOc1ccccc1CN1C(=O)CCC1(C)C(=O)NCCOC (stereo not given)
56: COc1ccc(C(=O)NC(c2ccc(OC)c(OC)c2)c2cc(Cl)c3cccnc3c2O)cc1 (stereo not given)

assay / compound	49	50	51	52	53	54	55	56
Pf apPOL block	-5.0	1.6	-2.2	-4.8	-4.0	0.4	0.5	1.5
mHTT CaM bind	-1.0	3.0	39.2	-2.3	4.5	-5.0	2.6	72.0*

# Quoted from the listing:
# mHTT CaM bind result of CC(=O)N(CN1C(=O)CCC1=O)CN1C(=O)CCC1=O reads -1.0
# Pf apPOL block result of COc1cccc(N2CCN3c4ccccc4CC(C(=O)NC4CC4)C3C2)c1 (stereo not given) reads -2.2
# Pf apPOL block result of Cc1c(N=Cc2c(F)cccc2Cl)c(=O)n(-c2ccccc2)n1C reads 1.6
# Pf apPOL block result of CCOc1ccccc1CN1C(=O)CCC1(C)C(=O)NCCOC (stereo not given) reads 0.5
# mHTT CaM bind result of COc1ccc(C(=O)NC(c2ccc(OC)c(OC)c2)c2cc(Cl)c3cccnc3c2O)cc1 (stereo not given) reads 72.0*
# Pf apPOL block result of N#Cc1ccc(C(=O)N2CCc3nc[nH]c3C2)cc1 reads -4.0
# Pf apPOL block result of COc1cccc(CN2C(=O)CCC2(C)C(=O)NCCC(C)C)c1 (stereo not given) reads 0.4

# Filtered by structure: the compounds so far containing a thiophene ring, fused or not (2)
13: O=c1c2c3c(sc2ncn1CCc1ccccc1)CCCC3
47: CN(CC(=O)N1N=C(c2cccs2)CC1c1ccccc1)C(=O)C1CCC1 (stereo not given)

assay / compound	13	47
Pf apPOL block	-9.0	-1.8
mHTT CaM bind	-17.4	5.9

# The list continues:
57: OC(CNCc1ccc2c(c1)OCO2)COc1ccc(-c2csnn2)cc1 (stereo not given)
58: NC(=O)c1cc(NC(=O)COc2ccc(F)cc2)c(Cl)cc1Cl
59: Cc1sc2ncn(CC(=O)NCCCC(=O)Nc3ccc4c(c3)OCO4)c(=O)c2c1C
60: Cc1cccc(-n2ncc3c(Nc4ccc(Br)cc4)ncnc32)c1
61: COc1ccc(NC(=O)C(C)Oc2ccccc2)cc1OC (stereo not given)
62: C=CCS(=O)(=O)c1nc2ccccc2s1
63: CC(C)c1cc(C(=O)Nc2cccc(Cl)c2)nc2ccnn12
64: CN1CCN(c2nc(N(c3ccccc3)c3ccccc3)nc(-n3ccnc3)n2)CC1
65: Cn1c(=O)c2c(nc(Cl)n2Cc2cccc(Cl)c2)n(C)c1=O
66: Cc1ccc(-n2ncc3c(=O)[nH]c(SCC(=O)Nc4nc5ccccc5s4)nc32)cc1

assay / compound	57	58	59	60	61	62	63	64	65	66
Pf apPOL block	-5.9	2.2	4.0	-8.2	-3.2	-11.5	-3.6	.	-7.0	4.5
mHTT CaM bind	.	-1.7	1.0	-8.0	4.8	0.1	-29.3	25.4	2.0	9.5
